High-throughput results: PubChem BioAssay, several laboratories
HTR5A inv ag – HTR5A inverse agonism, opioid heterodimer counter-screen; P47898; HTR5A cell line, luminescence; inhibition, % at 9.3 µM; 340,000 compounds, 0.083% hits; AID 504634; in the data active means inhibition mostly above about 23%, no sharp cut-off; inactive means mostly below about 18%;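 further: 0% = cells with DMSO and 100% = no-cell wells with DMSO; some compounds called inactive have numbers as strong as hits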
Target sequence (P47898 whole entry, looked up): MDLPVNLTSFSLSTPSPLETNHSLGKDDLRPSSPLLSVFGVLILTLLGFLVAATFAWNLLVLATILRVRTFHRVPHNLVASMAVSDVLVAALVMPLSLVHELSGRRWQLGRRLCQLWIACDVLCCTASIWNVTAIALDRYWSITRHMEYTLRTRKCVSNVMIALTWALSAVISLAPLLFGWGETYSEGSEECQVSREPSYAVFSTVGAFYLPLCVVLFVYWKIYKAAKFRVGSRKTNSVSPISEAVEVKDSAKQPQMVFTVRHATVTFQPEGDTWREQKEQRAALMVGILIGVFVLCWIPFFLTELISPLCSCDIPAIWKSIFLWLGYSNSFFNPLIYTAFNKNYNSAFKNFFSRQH
OPRM1-OPRD1 inv – inverse agonists of human mu-delta opioid receptor heterodimerization; P35372+P41143; cell-based MOR-DOR heterodimer luminescence, inverse agonism; inhibition, % at 9.3 µM; 340,000 compounds, 0.21% hits; in the data active means inhibition above about 22%, passing the limit was not always enough;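 further: 0% = cells with DMSO and 100% = wells without cells with DMSO; values of inactives mirror those of a sister screen read the other way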
HTR5A ag ctr – counter-screen for OPRM1-OPRD1 agonists: human HTR5A agonism. P47898. 340,000 compounds, 0.61% hits. HTR5A agonist assay, luminescence, cell-based. activation, % at 9.3 µM; in the data active means activation mostly above about 9.5%, no sharp cut-off; inactive means mostly below about 7.6%;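 further: 0% = cells with vehicle only and 100% = reference agonist; strong numbers were not always called active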
C-LANA FP – inhibitors of KSHV LANA C-terminal domain DNA binding | MBP-C-LANA/FAM-LBS DNA binding, fluorescence polarization | inhibition, % at 9 µM | 340,000 compounds, 0.078% hits;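 active means highest replicate inhibition at or above 60% at 9 µM, even if other replicates fall short; inactive means all replicates below 60% inhibition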;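 further: 0% = neutral control wells and 100% = 4 µM acridine orange control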
RTF Ca sens act – increases calcium sensitivity of human cardiac regulated thin filaments; IANBD-labeled TnC RTF fluorescence at EC20 calcium; 0% EC20 calcium, 100% full calcium; 340,000 compounds, 0.24% hits; P19429+P45379; activation, % at 7.2 µM; AID 493008;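 active means activation above the mean over all tested compounds plus 3 SD, cut at about 30% in these data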;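 further: rise in fluorescence read as greater calcium sensitivity of cardiac thin filaments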
OPRM1-OPRD1 ag – OPRM1-OPRD1 heterodimerization agonism. P35372+P41143. cells, luminescence. activation, % at 9.3 µM. 340,000 compounds, 0.3% hits; in the data active means activation above about 18%;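 further: 0% = vehicle-treated cells and 100% = reference agonist; values of inactives mirror those of a sister screen read the other way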
V-ATPase pHluor – regulators of yeast V-ATPase proton transport; S. cerevisiae, pHLuorin cytosolic pH fluorescence; response, % at 10 µM; 350,000 compounds, 0.37% hits; AID 504577; in the data active means response mostly above about 7.3%, no sharp cut-off; inactive means mostly below about 5.4%; further: actives read high; inactives centre near 0; some compounds called inactive have numbers as strong as hits; reference of the scale not given here
Keap1-Nrf2 PPI – disrupts human Keap1 binding to Nrf2 peptide; Q14145; Keap1 Kelch-Nrf2 peptide fluorescence polarization, 1536-well; inhibition, % at 9.4 µM; 340,000 compounds, 0.15% hits; in the data active means inhibition above about 12%;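 further: human Keap1 Kelch domain with fluorescein labeled Nrf2 9mer peptide probe; 0% = neutral control wells and 100% = peptide positive control; higher means more block of Keap1 binding to Nrf2 peptide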
Target sequence (Q14145 whole entry, looked up, the tested form may be a part): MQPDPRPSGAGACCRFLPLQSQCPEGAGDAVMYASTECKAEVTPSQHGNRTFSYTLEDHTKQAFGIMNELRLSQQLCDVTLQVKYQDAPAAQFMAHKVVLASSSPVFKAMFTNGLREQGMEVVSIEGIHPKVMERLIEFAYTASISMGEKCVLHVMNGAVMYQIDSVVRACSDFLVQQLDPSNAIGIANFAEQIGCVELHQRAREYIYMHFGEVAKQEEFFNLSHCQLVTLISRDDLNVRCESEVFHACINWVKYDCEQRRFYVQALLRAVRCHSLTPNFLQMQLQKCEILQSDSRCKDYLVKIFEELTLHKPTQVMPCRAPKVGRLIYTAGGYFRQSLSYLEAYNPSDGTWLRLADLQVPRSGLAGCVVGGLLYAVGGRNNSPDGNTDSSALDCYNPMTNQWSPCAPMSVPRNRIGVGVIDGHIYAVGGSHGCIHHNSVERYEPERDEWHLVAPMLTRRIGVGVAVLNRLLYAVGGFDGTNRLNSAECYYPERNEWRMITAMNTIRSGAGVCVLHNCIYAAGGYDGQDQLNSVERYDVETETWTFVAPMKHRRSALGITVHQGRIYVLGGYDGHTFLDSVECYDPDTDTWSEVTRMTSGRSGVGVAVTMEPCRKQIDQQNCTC
CAL PDZ FP – inhibitors of human CAL PDZ peptide binding; inhibition, % at 24.9 µM; Q9HD26; AID 602252; 300,000 compounds, 0.92% hits; purified CAL PDZ, TMR-peptide fluorescence polarization, 1 h;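 active means mean inhibition of at least 30% with at least half of replicates also reaching 30%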;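 further: 0% = DMSO neutral control and 100% = excess unlabeled competitor peptide PRC23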
Cardiac RTF inh – cardiac RTF calcium desensitization. inhibition, % at 7.15 µM. P19429+P45379. IANBD-labeled cardiac RTF, Ca2+ fluorescence. 340,000 compounds, 0.12% hits;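 active means inhibition above the mean inhibition of all tested compounds plus 3 SD, cut at about 17% in these data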;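 further: assay run at fixed EC70 calcium of 1.6 mM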
An asterisk follows results filed as active; . = not tested or not shown; & = joins results of further samples. This is a subset, so the mix of outcomes need not match the whole.

Compound	HTR5A inv ag	OPRM1-OPRD1 inv	HTR5A ag ctr	C-LANA FP	RTF Ca sens act	OPRM1-OPRD1 ag	V-ATPase pHluor	Keap1-Nrf2 PPI	CAL PDZ FP	Cardiac RTF inh
O=[N+]([O-])c1cc2c(cc1CNCCc1ccc3c(c1)OCO3)OCO2	-15.6	-11.5	2.7	0.5	-0.3	2.1	4.3	-5.2	0.1	-18.7
Cc1cc(N2C(=O)CC(N3CCC(n4c(=O)[nH]c5ccccc54)CC3)C2=O)no1 (stereo not given)	.	.	.	0.3	-3.8	.	-0.9	-1.9	-6.3	-9.6
COCCNC(=O)Cn1cc(/C=C2\C(=O)NC(=O)N(c3ccccc3F)C2=O)c2ccccc21	-8.4	3.7	2.2	9.1	-1.1	-0.6	3.7	-24.7	-3.0	-8.1
O=C(c1cccs1)C1CN2CCC1CC2 (stereo not given)	7.8	1.7	-3.2	1.4	-2.2	-0.4	0.8	-6.5	-0.3	-6.9
Cc1ccc(C)c(NP(=O)(Oc2ccccc2)Oc2ccccc2)c1	-27.7	-34.6	7.1	-0.7	3.2	7.3	-2.2	-5.5	-6.1	-6.0
N#CCCn1cc(C(=O)Nc2ccc(F)cc2)c(-c2ccc([N+](=O)[O-])cc2)n1	-14.5	12.4	5.9	-1.8	2.6	-2.4	2.1	3.4	2.7	-5.0
Clc1ccc(COC(Cn2ccnc2)c2ccc(Cl)cc2Cl)c(Cl)c1 (stereo not given)	-23.9&11.6	-53.5&-60.7	-0.1&6.9	0.4&1.2	-2.4&2.4	9.7&11.0	-2.7&-0.5	-4.2&-4.1	0.3&-1.6	-3.6&-0.2
COC(=O)C(C)NC(=S)N1CC2C[C@@H](C1)Cn1c2cccc1=O (stereo not given in full)	5.0	10.9	-1.4	-1.6	-3.5	-2.1	4.1	-6.1	-3.2	-10.6
Cc1cc(C)n2nc(C)[n+](C)c2n1	5.6	9.2	3.1	-0.2	0.1	-2.1	-0.3	4.6	-2.4	-3.4
O=C(C[N+]12CCC(CC1)C(CO)C2)c1ccc(Br)cc1 (stereo not given)	-4.3	7.5	1.1	0.4	4.5	-1.5	9.6	-3.9	-7.0	-4.0
CC12CN3C(O)C(C)(C1)CC(C)(C2)C3O (stereo not given)	8.2	18.0	1.4	-0.7	6.3	-3.2	-5.2	2.0	-0.4	2.1
CCOP(=O)(Cc1cc(C#N)oc1C)OCC	-14.1	-18.4	2.2	-0.5	17.1	3.6	0.8	-8.2	-7.2	-28.3
C[C@]12N[C@H](Cc3ccccc31)c1ccccc12	3.9&-11.8	6.1&2.9	-1.1&4.1	1.1&0.1	-5.5&1.9	-1.1&-0.5	-0.3&1.8	-1.0&2.9	2.0&1.5	10.8&3.1
C=C(C)CSc1nnc([C@@H](N)Cc2c[nH]c3ccccc23)o1	5.5	12.2	-2.3	-0.6	-4.2	-2.5	5.7	-1.9	-0.4	-0.8
C[C@]12CC[C@H](O)C[C@H]1CC[C@@H]1[C@@H]2CC[C@]2(C)[C@@H](C3=CC(=O)OC3)CC[C@]12O	-73.9	-394.9	36.5*	-0.8	13.8	71.3*	-2.4	-1.7	-2.7	-1.1
CC1(C)C(=O)CCC2C1=CCC1C2CCC2(C)C(O)CCC12 (stereo not given)	5.8	-0.9	-1.6	-0.1	-0.7	0.2	-1.0	1.6	.	-7.5
CC(OC(=O)c1cn(C)c2ccccc12)C(=O)N1CCCC1 (stereo not given)	-27.8	13.6	4.4	-0.9	1.9	-3.6	7.6	-0.2	1.6	-11.4
FC(F)(F)c1ccccc1CN1CCN(Cc2ccccc2)CC1	-16.0	-51.9	-3.3	-0.6	-7.0	9.2	-1.6	-1.9	-4.5	1.2
O=c1c2ccccc2nc(-c2ccco2)n1-c1ccccc1	-5.8	8.3	-5.4	1.0	3.3	-1.4	3.3	-6.4	-4.1	-9.7
COc1cc(OC)c(OC)cc1CN1CCN(C(=O)Cc2ccccc2)CC1	-0.7	-5.5	0.2	1.9	-4.5	1.2	0.4	-4.7	0.7	-6.4
O=C(Cn1ncc2c3ccccc3n(Cc3cccc(Cl)c3)c2c1=O)N1CCC2(CC1)OCCO2	-1.3	-17.0	-7.4	-3.2	6.4	3.0	1.2	-4.2	-3.2	-11.7
C[C@]12C=CC(=O)C=C1C=C[C@@H]1C2CC[C@]2(C)C(=O)CCC12 (stereo not given in full)	0.7	11.9	-0.2	1.2	11.3	-2.7	5.2	-4.7	-1.0	0.1
O=C(CCl)Nc1nccs1	-8.5	8.2	1.9	-1.7	-3.3	-1.6	5.5	2.6	-1.4	0.2
C=CCn1c(O)c(C(C)=NCCc2c[nH]c3ccccc23)c(=O)[nH]c1=O	2.9	10.9	-3.2	-1.4	-6.8	-2.0	-0.6	0.8	1.6	-1.9
COc1ccc2[nH]c(C)c(CCNCc3cc(OC)c(OC)c(OC)c3)c2c1	-8.9	3.6	-0.8	0.2	2.0	-0.7	-8.3	0.8	-1.5	-7.1
CCN(CC)C(=O)c1ccc(NC(=O)CSc2nnnn2-c2cc(OC)ccc2OC)cc1	-19.5	4.3	7.6	-0.1	-5.5	-0.8	0.0	0.7	-1.1	2.8
CCCCn1c(O)c(C=NCCCN(CC)CC)c(=O)[nH]c1=O	-11.1	16.6	3.0	-0.6	-1.9	-3.1	-1.6	1.3	-0.4	-7.3
COC(=O)C1=C(c2ccc3ccccc3c2)C[C@@H]2CC[C@H]1N2C(=O)NC1Cc2ccccc2C1	22.0	6.6	-0.2	-0.4	-3.2	-1.2	-1.5	2.7	-0.7	1.7
CN1C(=O)/C(=C\c2ccc(N3CCCCCC3)cc2)C(=O)NC1=S	-5.8	2.7	-0.2	1.8	-0.2	-0.5	2.1	3.2	1.5	-5.0
CCOC(=O)C1=C(N)OC2=C(C(=O)CCC2)C12C(=O)Nc1ccccc12 (stereo not given)	-7.2	0.8	6.1	-0.4	1.7	-0.1	3.1	-6.1	0.9	4.2
COC(=O)C1=C(c2ccccc2OCc2ccccc2)C[C@@H]2CC[C@H]1N2C(=O)NCc1cccc(C(F)(F)F)c1	14.5	-9.1	-5.0	-0.6	7.3	1.6	-3.4	-4.3	-3.5	3.8
COc1ccc(Br)cc1CNCCc1cccc(Cl)c1	-4.6	-22.4	1.2	2.5	-4.9	4.5	1.5	0.2	-0.9	-4.1
C(#CCN1CCOCC1)COCC#Cc1ccccc1	-10.6	-8.4	-0.7	0.0	3.2	1.5	1.3	-0.8	-2.7	-7.5
Cc1ccc([N+](=O)[O-])cc1	1.0	16.8	-0.2	-0.5	14.8	-3.1	20.6*	-5.1	-0.3	3.1
CCC1CN1P(=O)(Oc1ccc(Cl)cc1)N1CC1CC (stereo not given)	6.2	14.2	-1.6	-1.2	-2.2	-2.8	-2.0	0.8	-3.5	-5.2
CC(=O)c1c(C)n(C2CCCCC2)c2ccc(O)cc12	-1.4	0.9	2.5	0.9	3.1	-0.2	-2.1	-5.4	-4.1	-0.8
Brc1ccccc1	-2.1	2.5	0.5	2.0	-0.4	-0.4	0.9	-4.7	-1.8	1.7
COC(=O)C1=C(c2c(C)noc2C)C[C@@H]2CC[C@H]1N2C(=O)NC(C)C	-17.7	15.9	5.8	0.3	-0.2	-2.9	-0.4	-1.4	2.1	-3.2
Cc1cc(C(=O)N2CCC3(CC2)OCCO3)cs1	-15.1	0.7	1.6	-0.2	-0.5	-0.1	-2.1	-4.7	-4.1	-9.5
CC1=NN(Cc2c[nH]c3ccccc23)C(C)(C)C1	5.9	5.7	-0.5	1.0	-2.3	-1.1	1.9	-0.3	-3.6	-4.8
CCOP(=O)(OCC)c1ccc(OP(=O)(c2cccc([N+](=O)[O-])c2)c2cccc([N+](=O)[O-])c2)cc1	-3.4	1.8	5.3	1.4	2.7	-0.3	-1.9	0.7	-4.4	-0.8
O=C1C(=O)c2ccccc2-c2ccccc21	-43.7	-222.4	8.6	3.9	1.6	40.2*	-2.2	-8.7	-3.2	8.6
O=C(C[n+]1ccn(CCCNP2(=O)C=C(c3ccccc3)OC(c3ccccc3)=C2)c1)c1ccccc1	-27.8	-2.0	1.4	0.2	12.2	0.4	-3.6	-0.2	-1.2	-11.1
c1cc2c(cc1C1OCC3C(c4ccc5c(c4)OCO5)OCC13)OCO2 (stereo not given)	-15.6	-5.2	3.5	5.3	3.5	1.0	-2.6	0.9	1.0	-1.7
COc1ccccc1NP1(=O)OCC(C)([N+](=O)[O-])CO1 (stereo not given)	12.3	21.5	-3.1	-0.9	1.4	-4.2	0.1	-1.4	-2.8	-0.8
Cc1ccc(NC(=O)c2ncn(CCCNCCN3CCOCC3)n2)cc1C	-3.1	6.6	0.8	-1.9	-8.9	-1.4	-4.8	7.8	3.0	2.3
CC(N)C(=O)c1ccco1 (stereo not given)	7.0	15.4	7.3	-1.0	3.9	-3.5	-0.2	-4.2	-1.9	-6.6
Nc1c(C(=O)NCc2ccco2)c2nc3ccccc3nc2n1Cc1ccc(F)cc1	-3.8	-3.5	1.5	-0.6	-1.4	0.8	-2.1	2.1	-1.3	3.6
CC12CNCC(C)(CNC1)C2O (stereo not given)	1.1	9.2	5.4	-0.5	2.4	-1.6	3.8	-2.9	-0.5	-0.8
COc1ccccc1/C=C1\C(=O)NC(=S)N(c2ccccc2)C1=O	-25.7	17.7	6.6	0.5	7.1	-3.8	-3.4	1.2	-9.8	-7.4
O=C(c1cccc(N2CCCC2=O)c1)N1CCC2(CC1)OCCO2	-27.3	10.7	-0.1	2.5	-5.7	-1.9	0.4	-4.9	0.0	2.4
Cc1ccc(C2=CCNCC2)cc1	-18.5	7.9	6.6	-0.2	-0.7	-1.5	-1.1	-0.1	4.5	-1.4
Cc1ccc(NC2=NCCCS2)c(C)c1C	-34.9	10.2	2.5	0.8	-1.7	-1.5	-1.9	-3.9	-0.2	-1.1
Cc1cc([N+](=O)[O-])c(Cl)cc1NC(=O)C(C)C	4.7	-1.1	-3.0	-2.6	3.8	0.2	11.5	-4.1	-8.1	-4.5
Cc1ccc(-c2ccc(=O)n(CCC(=O)N3CCC4(CC3)OCCO4)n2)cc1	3.7	10.0	-1.2	2.7	4.0	-1.9	-1.7	2.3	-0.1	4.1
CC1CCCCN1C(=O)c1ccc(N2CC3CC(C2)c2cccc(=O)n2C3)c([N+](=O)[O-])c1 (stereo not given)	-5.3	11.1	-1.3	2.2	-7.8	-1.8	3.6	-1.6	-1.2	-6.0
Cc1ccc(N2C(=O)CC(=O)NC2=O)c(C)c1	-16.0	13.3	4.4	-1.3	-0.1	-2.6	0.4	-5.1	.	-6.7
COc1ccccc1N1CCN(Cc2ccc(SC)cc2)CC1	4.2	-20.0	2.9	-1.8	4.5	3.9	-2.6	-1.3	.	-1.6
C=CC[C@@H](CC/C=C/C=C/CC/C=C\[C@@H]1CSC([C@@H]2C[C@@H]2C)=N1)OC	-3.8	13.4	1.0	-1.0	-3.8	-2.9	-1.8	-10.1	-1.0	1.8
